AID2073 = inhibitors of Mint1-CaV2.2 protein interaction, biochemical, HTRF (AID 2073). Voltage-dependent N-type calcium channel subunit alpha-1B (Homo sapiens). HTRF protein-protein interaction, Mint1-CaV2.2; higher % means a stronger effect. inhibition, % at 20 µM; hits with a dose series show IC50 in µM. 290,000 compounds, 0.19% hits; in the data active means inhibition mostly above about 51%, no sharp cut-off; inconclusive means no clear call, values can overlap the other calls; inactive means mostly below about 53%; further: some results filed as inactive read as strong as hits
K1F lysis inhibition = inhibition of K1F phage lysis, E. coli UTI89, bacterial capsule biogenesis inhibitors, alamar blue (AID 488966); E. coli UTI89 K1F phage lysis, alamar blue, 2 h; higher % means a stronger effect; one-dose inhibition, % at 100 µM; IC50 in µM for titrated hits; 340,000 compounds, 0.02% hits;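 active means phage lysis inhibition, versus mean bacterial control, above a set limit; inconclusive means no clear call, values can overlap the other calls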;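 further: capsule biogenesis inhibitors block K1F phage lysis so surviving cells raise fluorescence; higher fluorescence means more inhibition of phage lysis; actives were called in the ten point dose series up to 300 µM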
Rac1 GTP hydrolysis = MgcRacGAP GTPase-activating activity inhibitors, confirmation, biochemical, ADP Hunter fluorescence; Rac GTPase-activating protein 1 (Homo sapiens); 340,000 compounds, 0.6% hits; MgcRacGAP-stimulated Rac1 GTP hydrolysis, ADP Hunter fluorescence; higher % means a stronger effect; GST-tagged Rac1 F28L mutant substrate; inhibition, % at 30 µM; hits with a dose series show IC50 in µM;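 active means first-screen hits whose inhibition reached a set limit at any dose in the follow-up dose series; inconclusive means inhibition above the set first-screen limit but never retested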;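 further: fluorescence reports GDP produced by GAP-driven GTP hydrolysis; strong numbers were not always called active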
Large T inhibition = SV40 large T antigen inhibitors, biochemical (AID 1903) | 310,000 compounds, 0.39% hits | SV40 large T antigen ATPase/helicase inhibition assay; higher % means a stronger effect | inhibition, % at 20 µM, or IC50 in µM where a hit was titrated; in the data active means a potency from the dose series; inconclusive means inhibition mostly from about 32% at the one dose, without a potency; inactive means the rest, 99 in 100 with inhibition below about 32%; further: strong numbers were not always called active
NTR1 ag = agonists of NTR1, primary screen, imaging, U2OS cells, beta-arrestin-GFP, high content (AID 493036); Neurotensin receptor type 1 (Homo sapiens), P30989; NTR1-U2OS beta-arrestin-GFP spot imaging, agonist mode; activation, % at 20 µM; 330,000 compounds, 0.17% hits;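 active means activation at or above 40% of the spot to cytoplasm intensity ratio, with at least 20 cells analyzed; inconclusive means wells under 20 cells, flagged as cytotoxic or low count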;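 further: 0% = DMSO without peptide and 100% = 100 nM NTR1 peptide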
Target sequence (P30989 whole entry, looked up): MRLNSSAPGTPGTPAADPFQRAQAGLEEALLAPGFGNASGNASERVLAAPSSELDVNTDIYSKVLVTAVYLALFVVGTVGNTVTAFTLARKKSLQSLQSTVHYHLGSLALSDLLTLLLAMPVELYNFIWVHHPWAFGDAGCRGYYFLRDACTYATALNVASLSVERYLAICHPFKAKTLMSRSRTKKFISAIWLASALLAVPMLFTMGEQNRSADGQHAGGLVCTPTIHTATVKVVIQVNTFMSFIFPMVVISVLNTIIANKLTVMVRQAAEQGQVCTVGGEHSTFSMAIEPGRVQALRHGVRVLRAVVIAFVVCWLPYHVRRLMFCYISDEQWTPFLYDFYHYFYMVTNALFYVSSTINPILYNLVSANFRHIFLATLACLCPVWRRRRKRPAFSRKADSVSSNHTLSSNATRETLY
NS5 inhibitors = Dengue-2 NS5 methyltransferase inhibitors, primary screen, biochemical, confirmation dose response (AID 588689); Dengue-2 NS5 methyltransferase capping enzyme assay, biochemical; higher % means a stronger effect; inhibition, % at 25 µM, or IC50 in µM where a hit was titrated; 340,000 compounds, 0.3% hits; in the data active means a potency from the dose series; inconclusive means inhibition above about 29% without an active follow-up result
RSV antiviral HEp-2 = RSV antiviral activity via CPE protection, HEp-2 cells, primary 10 µM value included (AID 2391); HEp-2 cells, RSV-induced CPE inhibition; higher % means a stronger effect; CPE inhibition, % at 10 µM, or IC50 in µM where a hit was titrated; 310,000 compounds, 0.13% hits; in the data active means a potency from the dose series; inconclusive means CPE inhibition mostly from about 23% at the one dose, without a potency; inactive means the rest, 99 in 100 with CPE inhibition below about 21%; further: strong numbers were not always called active
Siah-1 displacement = Siah-1 peptide-binding antagonists, primary screen, biochemical, fluorescence polarization, rhodamine-plectin, uHTS (AID 1817) | E3 ubiquitin-protein ligase SIAH1 (Homo sapiens) | Siah-1 / rhodamine-plectin peptide fluorescence polarization; higher % means a stronger effect | displacement, % at 20 µM; hits with a dose series show IC50 in µM | 290,000 compounds, 0.02% hits;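 active means displacement of at least 50% at 20 µM, with a fluorescence ratio check between 0.3 and a set limit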;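 further: plate controls were Siah plus tracer with DMSO for no effect and tracer alone without Siah for full effect; strong numbers were not always called active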
West Nile virus CPE = West Nile virus antiviral activity, cell-based, CPE readout (AID 1621); CPE inhibition, % at 10 µM; hits with a dose series show IC50 in µM; 290,000 compounds, 0.02% hits; West Nile virus-infected cells, CPE inhibition; higher % means a stronger effect; in the data active means a potency from the dose series; inconclusive means CPE inhibition mostly from about 3.7% at the one dose, without a potency; inactive means the rest, 99 in 100 with CPE inhibition below about 2.2%; further: strong numbers were not always called active
NTR1 ag cell count 20 µM = recorded beside NTR1 ag, whose call it bears; cell count; measured here: cell count, cytotoxicity flag
NS5 inhibitors pilot replicate = second read-out of NS5 inhibitors, no call of its own (marks repeat the call); inhibition, %; measured here: pilot screen replicate inhibition
Active calls of the source: *; ? = inconclusive; / = no result given; [ ] = remark or other dose.

SMILES	AID2073	K1F lysis inhibition	Rac1 GTP hydrolysis	Large T inhibition	NTR1 ag	NTR1 ag cell count 20 µM	NS5 inhibitors	RSV antiviral HEp-2	Siah-1 displacement	West Nile virus CPE	others
CN(C)/C=C/c1c(C#N)c(=O)ncn1Cc1ccccc1	7.9%	0.4%	2.3%	-4.1%	-0.5	76	-0.7%	8.6%	-4.2%	0.7%	NS5 inhibitors pilot replicate=-1.4
C[C@H](CO)N1C[C@H](C)[C@@H](CN(C)S(C)(=O)=O)Oc2c(NC(=O)C3CCCCC3)cccc2C1=O	/	-1.0%	-5.7%	/	-1.1	46	14.1%	/	/	/
COc1cc(OC)cc(-c2cc3nc(C4CCN(C(=O)OC(C)(C)C)CC4)cc(=O)n3[nH]2)c1	-3.9%	2.6%	2.8%	9.5%	0.8	65	2.0%	0.9%	-0.8%	0.8%
CCOC(=O)c1ccn(CSc2c(F)c(F)cc(F)c2F)n1	/	0.2%[50 µM]	5.6%	/	-1.9	55	2.3%	3.1%	/	/
CC1CCCCC1NC(=O)COC(=O)c1ccccc1NC(=O)c1ccco1 (stereo unspecified)	0.8%	7.2%	8.8%	16.2%	-0.2	80	-4.9%	1.0%	-9.7%	-0.7%
O=C(O)CN1CCN(Cc2ccc(F)cc2)C1=O	-1.9%	0.0%	4.0%	6.8%	2.1	79	-1.9%	1.7%	4.0%	-0.2%
COc1ccc(C(C)(C)C)cc1NC(=O)c1ccccc1-n1cnnn1	/	-0.3%[50 µM]	2.7%	/	0.1	57	-8.2%	/	/	/
Cn1c(C(=O)O)c(CC(=O)Nc2ccc(F)cc2F)c2ccccc21	37.2%	1.6%	5.6%	1.6%	-6.7	66	-5.1%	1.8%	-3.5%	1.3%
FC(F)(F)c1cnc(Nc2ccc(N3CCOCC3)cc2)c(Cl)c1	-8.8%	0.7%	12.3%	19.7%	0.0	76	-12.3%	19.2%	1.8%	-0.2%
CCOc1ccc(-n2c(SCC(=O)NC)nnc2-c2ccco2)cc1	12.2%	0.2%	9.5%	2.9%	-0.3	54	-2.0%	0.4%	-1.1%	-0.5%	NS5 inhibitors pilot replicate=2.7
NC(=O)C1(c2ccccc2)OC1c1ccccc1 (stereo unspecified)	/	0.7%	5.3%	0.3%	6.8	85	-10.2%	2.1%	/	/
Cc1ccc(S(=O)(=O)N2C(=O)CCC2C(N)=O)cc1 (stereo unspecified)	6.5%	0.4%	17.2%	14.1%	-1.5	52	-6.6%	0.3%	9.2%	-0.6%
OCCNCCCCOc1cccc(Br)c1	-0.6%	3.5%[50 µM]	1.1%	3.1%	-2.0	69	-7.7%	-0.2%	5.2%	-0.6%
O=C(Nc1ccccc1)C1=C[C@@H](c2ccc(Br)cc2)C[C@@H](OCc2ccc(CO)cc2)O1	32.6%	-1.1%	3.2%	1.4%	18.2	69	-4.7%	0.2%	1.0%	-0.4%
CCNC(=O)C1CC(=O)N(Cc2ccc3c(c2)OCO3)C(=Nc2ccc(F)cc2)S1 (stereo unspecified)	0.1%	0.1%	-6.3%	-4.0%	-0.3	66	-3.5%	0.2%	-1.8%	0.3%
Cc1ccc(C(=O)NNC(=O)CCCN2C(=O)/C(=C/c3ccccc3Cl)SC2=S)cc1	-7.8%	0.0%	4.0%	-5.1%	5.7	86	2.6%	5.7%	-4.3%	0.0%
CCN1CCN(c2ncnc3sc(C)c(-c4ccccc4)c23)CC1	-2.1%	0.3%	7.5%	2.8%	-0.9	39	4.2%	-0.7%	1.8%	-0.6%
O=c1c2ccccc2nc2n1CCN2	-4.1%	-0.4%	9.9%	1.6%	-1.5	33	-0.7%	-0.3%	8.3%	0.4%
Cc1ccc(NC(=O)c2sc3ncnc(N4CCN(c5ccccn5)CC4)c3c2C)c(C)c1	10.7%	0.3%	5.0%	9.3%	-1.3	45	-1.6%	5.6%	3.2%	1.0%
CCOc1ccc(N(CC(=O)N2CCCCCC2)S(C)(=O)=O)cc1	2.1%	0.4%	14.8%	4.3%	0.4	68	/	1.3%	-0.8%	-0.3%
COc1ccc(NC(=O)C(NC(C)=O)C(=O)Nc2ccc(F)cc2)cc1 (stereo unspecified)	9.2%	0.0%	2.0%	19.6%	-0.2	95	-7.3%	0.9%	0.4%	0.1%
Cc1ccc(OCC(=O)N2CCCCCC2)c(C)c1	9.4%	-0.5%	1.7%	11.7%	-1.2	65	-2.4%	0.7%	4.3%	/
CCOC(=O)c1cnc2nc(COc3ccccc3)[nH]n2c1=O	-1.5%	0.1%	10.3%	-1.8%	7.0	91	-8.4%	1.5%	0.8%	0.9%
CNS(=O)(=O)c1cn(CC(=O)NCc2ccccc2OC)cc1S(=O)(=O)NC	?	0.1%	6.9%	5.8%	1.2	96	-5.4%	2.7%	-2.1%	-0.1%
COc1ccc(-c2c[n+]3c(n2-c2ccccc2)SCC3)cc1OC	-5.1%	0.4%	3.5%	26.6%	0.6	52	-2.9%	0.9%	6.4%	1.0%
O=S1(=O)CCO[C@H]2Cc3ccccc3[C@H]2N1Cc1ccccc1Br	25.2%	-0.2%	6.0%	3.0%	-2.6	79	-4.0%	3.1%	0.1%	-0.4%
O=C(/C=C/c1ccc(Cl)cc1)NC(=S)Nc1ccc(C(=O)O)cc1	2.0%	0.1%	10.7%	8.3%	-1.5	90	-0.7%	0.4%	7.3%	-0.2%
Cc1cc(C)c2nc(-c3ccccn3)cc(C(=O)NCc3ccco3)c2c1	39.9%	0.1%	24.7%	18.5%	0.6	64	39.3%	1.8%	-1.7%	0.9%
COc1ccc(OC)c(C2C3=C(CCCC3=O)NC3=C2C(=O)CCC3)c1	1.1%	2.6%	4.1%	4.4%	-0.9	63	-7.2%	0.5%	-4.9%	0.3%
COC(=O)C1=C(C)NC(=O)NC1c1ccccc1 (stereo unspecified)	-4.0%	4.4%	0.7%	1.1%	0.3	64	-7.0%	0.4%	15.2%	-0.4%
COc1ccccc1N1CCN(C(=O)C2CCCN(S(=O)(=O)c3ccc(C)cc3)C2)CC1 (stereo unspecified)	/	-0.5%	10.6%	/	-2.2	56	-2.9%	6.7%	/	/
O=C1/C(=C/c2cccnc2)CCC/C1=C\c1cccnc1	-4.9%	/	/	11.8%	/	/	/	-1.7%	-9.2%	-2.3%
Cc1cc(C)nc(SCC(=O)N(C)C)n1	-25.1%	0.3%	1.8%	1.8%	0.2	58	-6.1%	-2.0%	4.5%	0.2%
COc1cccc(O)c1CN1CCC(n2nccc2NC(=O)c2ccc3c(c2)OCO3)CC1	14.6%	0.1%	6.3%	6.3%	-0.3	55	-3.2%	1.9%	-2.6%	-0.8%
COc1ccc(S(=O)(=O)Nc2cc(Cl)ccc2-n2cncn2)cc1	/	1.2%[50 µM]	4.4%	/	2.6	60	-1.1%	1.1%	/	/
Cc1ccc(-c2nnc3ccc(SCC(=O)NCc4ccco4)nn23)cc1	20.6%	0.8%	1.0%	14.5%	0.1	81	-5.7%	0.6%	-1.9%	0.0%
Cc1ccc(S(=O)(=O)N2[C@@H](c3ccc(Cl)cc3)C(C(=O)O)=CC[C@H]2c2ccc(Cl)c(Cl)c2)cc1	/	-4.0%	9.2%	35.0%	18.0	86	27.3%	15.2%	/	/
O=C(Nc1ccccc1Cl)c1cccc(NC(=O)c2cccs2)c1	11.5%	0.1%	8.1%	9.5%	4.6	62	5.2%	11.4%	12.7%	-0.7%
COc1ccc(CN2CCN(c3ccccn3)CC2)c(OC)c1	2.5%	-0.1%	23.7%	9.8%	-0.1	43	-8.4%	-2.9%	3.7%	-0.5%
CCN1C(=O)N[C@@H](c2cccc(C(F)(F)F)c2)[C@@H](C(=O)OC)[C@H]1C	/	0.1%	3.4%	6.9%	-4.4	99	-0.8%	0.8%	/	-0.1%
O=C(CCN1C(=O)C2C3C=CC(C4CC34)C2C1=O)Oc1cccc2cccnc12 (stereo unspecified)	-2.0%	0.2%	6.8%	3.2%	3.3	40	0.7%	1.0%	-0.4%	0.1%
CCN(CC)C(=O)Cn1cc(S(=O)(=O)CC(=O)Nc2ccc3c(c2)OCCO3)c2ccccc21	11.9%	0.0%	14.2%	7.9%	-0.1	55	-2.3%	-1.3%	4.2%	-0.5%
O=C(NC1CCCCC1)c1ccc2c(=O)n(CC3CCCO3)c(=O)[nH]c2c1 (stereo unspecified)	10.4%	0.3%	9.4%	21.2%	18.6	75	-9.4%	1.9%	-1.0%	0.0%
Cc1c(C(=O)N2CCOCC2)oc2c1C(=O)CC(C)(C)C2	-10.3%	0.1%	-1.2%	-0.1%	1.1	76	-6.4%	-0.6%	2.8%	-0.5%
CCOc1ccccc1Nc1cc(C)nc2nc(C)nn12	7.8%	-1.2%	3.9%	-1.4%	0.9	49	-4.3%	-0.3%	12.8%	0.0%
CCOc1cc(/C=N/NC(=O)CNc2cccc(C)c2)ccc1OC(=O)c1ccccc1	9.5%	0.7%	15.1%	-0.2%	8.6	37	-0.5%	14.0%	-2.4%	1.2%
CC1(C)Cc2c(C#N)c(NCCO)nc(-c3ccco3)c2CO1	24.1%	/	/	10.3%	0.5	69	/	2.3%	-0.2%	0.1%
O=C(NNS(=O)(=O)c1ccc(F)cc1)c1ccccc1O	11.7%	-2.2%	-8.9%	28.3%	1.5	47	-3.1%	3.0%	-5.1%	0.2%
Nc1nc(NCc2ccccc2)nc(-c2ccccc2)n1	5.8%	2.8%	3.8%	2.9%	-0.5	48	-3.4%	-0.7%	0.6%	0.9%
O=C(CN1CCCCCC1)Nc1ccc(Br)cc1	1.0%	-0.2%	5.5%	1.7%	1.3	79	-8.8%	-1.1%	3.8%	0.9%
O=C(C1=C[C@@H](C2CC2)C[C@@H](OCCCCO)O1)N1CCOCC1	-7.5%	1.0%	3.5%	4.5%	0.8	92	-5.6%	0.1%	-1.8%	-0.2%

In the list so far, these have two or more sulfur atoms:
SMILES	AID2073	K1F lysis inhibition	Rac1 GTP hydrolysis	Large T inhibition	NTR1 ag	NTR1 ag cell count 20 µM	NS5 inhibitors	RSV antiviral HEp-2	Siah-1 displacement	West Nile virus CPE	others
Cc1ccc(C(=O)NNC(=O)CCCN2C(=O)/C(=C/c3ccccc3Cl)SC2=S)cc1	-7.8%	0.0%	4.0%	-5.1%	5.7	86	2.6%	5.7%	-4.3%	0.0%
CNS(=O)(=O)c1cn(CC(=O)NCc2ccccc2OC)cc1S(=O)(=O)NC	?	0.1%	6.9%	5.8%	1.2	96	-5.4%	2.7%	-2.1%	-0.1%
